TAG inh: inhibitors of triacylglycerol accumulation, primary screen, cell-based, uHTS, fluorescence, H9c2; H9c2 cells, Nile Red lipid (TAG) fluorescence; cells loaded with 200 µM oleic acid; inhibition, % at 12.5 µM; actives 0.66% (n = 230,000); AID 651582, 2012;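 active means pattern-corrected inhibition of lipid staining of at least 50% with the nuclear-stain viability signal not falling by more than 50%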;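 further: 0% = DMSO wells and 100% = triacsin C control wells; some results filed as inactive read as strong as hits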
TAG inh DAPI viability: also measured in TAG inh; calls as there; DAPI nuclei signal change (viability), lower = more cytotoxic, %;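 whole-well DAPI fluorescence read on a plate reader as a viability signal; minus 50 percent equals half of cells still viable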
Active calls of the source: *.

`CC1CCC(NC(=O)CSc2nnc(-c3cccnc3)o2)CC1` (stereo not given) gave TAG inh 10 and TAG inh DAPI viability 0.
Screening COc1ccc(CN2C(=O)C(CC(=O)NCCc3ccccn3)CC(C(=O)N(C)C)=C2C)cc1 (stereo not given) returned TAG inh -6 and TAG inh DAPI viability 1.
Cc1onc(-c2c(Cl)cccc2Cl)c1C(=O)N=C(N)N1CCCC1 was read as TAG inh -9 and TAG inh DAPI viability 8.
For CCC(C)[C@H](NC(=O)[C@@H]1Cc2ccccc2CN1C(=O)OC(C)(C)C)C(=O)NCC1CCC(C(=O)O)CC1 (stereo not given in full) the results were TAG inh -7 and TAG inh DAPI viability 10.
`O=C(O)c1ccccc1OCCOc1ccccc1` gave TAG inh 16 and TAG inh DAPI viability 4.
c1ccc(CN=C2Nc3ccccc3CS2)nc1 was read as TAG inh -2 and TAG inh DAPI viability 5.
For CC(C)NC(=O)NC(=O)CN1C(=O)NC(Cc2c[nH]c3ccccc23)C1=O (stereo not given) the results were TAG inh 20 and TAG inh DAPI viability 6.
Screening COc1cccc(-n2c(=O)n(Cc3ccccc3)c(=O)c3[nH]cnc32)c1 returned TAG inh 2 and TAG inh DAPI viability -4.
For CCOC(=O)c1c(NC(=S)N2CCN(C)CC2)sc(C)c1-c1ccccc1 the results were TAG inh -32 and TAG inh DAPI viability 15.
For CC1(C(=O)NS(=O)(=O)c2ccc(Cl)cc2)CCN1C(=O)c1ccccc1 (stereo not given) the results were TAG inh -6 and TAG inh DAPI viability -3.
CC(C)CC1(C)N=C(c2ccccc2)C(=S)N1 (stereo not given) was read as TAG inh 20 and TAG inh DAPI viability -24.
Screening Cc1ccc2c(CN3CCN(S(=O)(=O)/C=C/c4ccccc4)CC3)cc(=O)oc2c1 returned TAG inh 7 and TAG inh DAPI viability 10.
`COc1ccc(-c2cc(NC=O)c3ncc(-c4cccc(C(F)(F)F)c4)n3c2)cc1OC` gave TAG inh 4 and TAG inh DAPI viability 3.
Screening COCCCNC(=O)c1ccc(C2SCC(=O)N2Cc2ccco2)cc1 (stereo not given) returned TAG inh -2 and TAG inh DAPI viability 3.
For CCCc1cc(-c2ccc(O)c(OCC)c2)c(C#N)c(N)n1 the results were TAG inh 8 and TAG inh DAPI viability -29.
For CCOC(=O)Cc1csc(NC(=O)Cc2ccc(Cl)cc2)n1 the results were TAG inh -3 and TAG inh DAPI viability -3.
Screening CC(=O)c1ccc(N2CCN(C(=O)C3CCCN(S(=O)(=O)c4cnc[nH]4)C3)CC2)cc1 (stereo not given) returned TAG inh 0 and TAG inh DAPI viability -8.
For CCN1C(=O)c2cccc3c(S(=O)(=O)N(C(C)=O)c4ccc(OC(C)=O)cc4)ccc1c23 the results were TAG inh 32 and TAG inh DAPI viability -11.
CNC(=O)c1cccc2cccc(Sc3ccccc3C(=O)O)c12 was read as TAG inh 3 and TAG inh DAPI viability 0.
For CCCOc1ccc(C(=O)NC(=S)NNC(=O)c2c(-c3ccccc3)noc2C)cc1 the results were TAG inh 5 and TAG inh DAPI viability -5.
Screening CCOC(=O)N1CCC(NC(=O)c2cccs2)CC1 returned TAG inh -5 and TAG inh DAPI viability -2.
For CCOC(=O)CN1C2=NCCCN2c2ccccc21 the results were TAG inh -2 and TAG inh DAPI viability 6.
Screening CC(C)(C)c1ccc(C2CC2C(=O)N/N=C\c2cc3ccccc3nc2Cl)cc1 (stereo not given) returned TAG inh 4 and TAG inh DAPI viability 7.
For Cc1ccc(C)c(NC(=O)COC(=O)c2c(C)nn(-c3ccccc3)c2C)c1 the results were TAG inh 0 and TAG inh DAPI viability -5.
Screening O=C(COc1ccc(Cl)cc1Cl)N1CCNC1=O returned TAG inh 2 and TAG inh DAPI viability 5.
`Cc1ccccc1NC(=O)Cc1nc(COC(=O)c2cccnc2Cl)cs1` gave TAG inh 5 and TAG inh DAPI viability -1.
Screening CC(C)NC(=O)Cn1nc(C(F)(F)F)c2c1CCC2 returned TAG inh 6 and TAG inh DAPI viability -8.
CCOc1ccc(N2C(=O)CSC2=S)cc1 was read as TAG inh -6 and TAG inh DAPI viability -2.
CCN(CC(=O)Nc1c(F)cccc1F)C(=O)c1cccn1C was read as TAG inh -5 and TAG inh DAPI viability -1.
For O=C(CCCCCCCC(=O)N1CCCC1)N1CCCC1 the results were TAG inh 2 and TAG inh DAPI viability 2.
Screening O=C(NCC1CCCO1)c1ccccc1NS(=O)(=O)c1cccc([N+](=O)[O-])c1 (stereo not given) returned TAG inh 2 and TAG inh DAPI viability 0.
CC(Oc1ccccc1)c1nnc(SCC(=O)NC2CC2)n1C (stereo not given) was read as TAG inh -2 and TAG inh DAPI viability -9.
For CC(C)OC(=O)c1c(NS(=O)(=O)c2ccccc2)sc2c1CCCC2 the results were TAG inh 3 and TAG inh DAPI viability 2.
CCOC(=O)C/C(N)=N/N(C)c1ncc(C(F)(F)F)cc1Cl was read as TAG inh 7 and TAG inh DAPI viability -6.
Screening CCn1cc(C(=O)Nc2ccc(OC)c(S(=O)(=O)N3CCCCC3)c2)c(=O)c2ccc(C)nc21 returned TAG inh 15 and TAG inh DAPI viability -12.
COc1cccc(C(=O)N/N=C(/c2ccccc2)c2ccccn2)c1 was read as TAG inh -45 and TAG inh DAPI viability -17.
For Nc1ccc2c(c1)C(=NO)c1ccccc1-2 the results were TAG inh 2 and TAG inh DAPI viability 0.
Screening Cc1ccc(S(=O)(=O)N/N=C(\c2ccccc2)C2CC2)cc1 returned TAG inh 3 and TAG inh DAPI viability -3.
For O=C(O)C[C@H]1c2cc(F)ccc2S(=O)(=O)N1C1CCN(Cc2ccccc2)CC1 the results were TAG inh -8 and TAG inh DAPI viability 8.
For CC(=O)Nc1ccc(C(=O)COC(=O)c2cccs2)c(F)c1 the results were TAG inh -12 and TAG inh DAPI viability 6.
CCN(CC(=O)NCc1ccc(Cl)cc1)C(=O)CSCC(=O)Nc1ccc(C)cc1 was read as TAG inh -8 and TAG inh DAPI viability 4.
Screening NC(=O)C1CCN(C(c2ccccc2)c2nnnn2C2CCCC2)CC1 (stereo not given) returned TAG inh -55 and TAG inh DAPI viability -4.
Screening CCN(CC)S(=O)(=O)c1ccc(OC)c(NC(=O)c2ccc(=O)[nH]c2)c1 returned TAG inh 0 and TAG inh DAPI viability -5.
Cc1ccc(C23CC4CC(CC(C(=O)N5CCN(C)CC5)(C4)C2)C3)cc1 was read as TAG inh -10 and TAG inh DAPI viability 21.
Screening CC(=O)Nc1ccc(S(=O)(=O)N2CCN(C(=O)c3ccccc3F)CC2)cc1 returned TAG inh -35 and TAG inh DAPI viability 5.
`CCCNC(=O)CCc1c(C)nc2nc(-c3cc(OC)cc(OC)c3)nn2c1C` gave TAG inh 5 and TAG inh DAPI viability -10.
`CC(C)[C@H]1CN(C)CCN1Cc1cn(C)nc1-c1cccc(Cl)c1` gave TAG inh 8 and TAG inh DAPI viability 10.
Screening Fc1ccc(CNc2ccn3nc(-c4ccccc4)cc3n2)cc1 returned TAG inh -5 and TAG inh DAPI viability 15.
`CN(C)CCN=Cc1c(O)n(-c2ccc(S(=O)(=O)N3CCOCC3)cc2)c(=O)c2ccccc12` gave TAG inh 5 and TAG inh DAPI viability -1.
`C=CCNC(=S)Nc1cccc2[nH]ncc12` gave TAG inh -6 and TAG inh DAPI viability 5.
CN1C(=O)C(CC(N)=O)N(NC(=O)c2ccc(Cl)cc2)C1=S (stereo not given) was read as TAG inh -4 and TAG inh DAPI viability 2.
`COc1cc(NC(=O)C2CSC3(C)CCC(=O)N23)c(OC)cc1Cl` (stereo not given) gave TAG inh 1 and TAG inh DAPI viability -4.
`C[C@H](CO)N1C[C@H](C)[C@@H](CN(C)S(=O)(=O)c2cccs2)Oc2c(NC(=O)CCC(F)(F)F)cccc2C1=O` gave TAG inh -9 and TAG inh DAPI viability -4.
Cc1ccc(OCC(=O)N2CCc3ccccc3C2)c([N+](=O)[O-])n1 was read as TAG inh 20 and TAG inh DAPI viability 8.
`CC(C)(C)NC(=O)C(=O)NNC(=O)c1ccccc1` gave TAG inh 4 and TAG inh DAPI viability -4.
For CCN(CC)C(=O)c1ncn(Cc2ccccc2)c1C(=O)N(CC)CC the results were TAG inh 34 and TAG inh DAPI viability -12.
For Cc1cc(=O)c(C(=O)Nc2ccc(N3CCOCC3)cc2N2CCOCC2)nn1-c1ccccc1Cl the results were TAG inh 8 and TAG inh DAPI viability -12.
For O=c1cc(-c2ccccc2Cl)oc2c([N+](=O)[O-])c(O)cc(O)c12 the results were TAG inh 0 and TAG inh DAPI viability -1.
Cc1nc(NC(=O)CN2CCC(O)(c3ccc(F)cc3)CC2)sc1C was read as TAG inh -4 and TAG inh DAPI viability 5.
Screening CC1(Cc2cc(Cl)ccc2C(F)(F)F)C(=O)Nc2c(Cl)cccc21 (stereo not given) returned TAG inh -1 and TAG inh DAPI viability 2.
Screening COc1ccccc1-c1cc(NC(C)=O)c2ncc(-c3ccc(S(C)(=O)=O)cc3)n2c1 returned TAG inh 15 and TAG inh DAPI viability 28.
Screening CCOc1ccc(-c2cnc(N)n2C)cc1 returned TAG inh 2 and TAG inh DAPI viability 12.
`Cc1cc(C)n2nc(C(=O)OCC(=O)N(C)C3CCS(=O)(=O)C3)nc2n1` (stereo not given) gave TAG inh 4 and TAG inh DAPI viability 3.
For Nc1nc2n(n1)C(c1cccs1)CC(c1ccccc1)N2 (stereo not given) the results were TAG inh -131 and TAG inh DAPI viability 52.
For O=C(Nc1ccccc1)N1CCCN(c2ccc(C(F)(F)F)cc2[N+](=O)[O-])CC1 the results were TAG inh 8 and TAG inh DAPI viability -5.
CCOC(=O)N1CCC(NC(=O)c2cccc3c2C(=O)N(CCOC)C3)CC1 was read as TAG inh -7 and TAG inh DAPI viability -4.
`Cc1nnc(SCC(=O)NNC(=O)c2ccccc2)n1N` gave TAG inh -19 and TAG inh DAPI viability 7.
Screening Nn1c(SCC(=O)Nc2ccc3c(c2)OCCO3)nncc1=O returned TAG inh -6 and TAG inh DAPI viability -4.
Screening O=C(CSc1nnc(Cc2cc(=O)[nH]c(=O)[nH]2)n1-c1ccc(Cl)cc1)NCC1CCCO1 (stereo not given) returned TAG inh 1 and TAG inh DAPI viability 8.
`CC1(C)CC(=O)C(C(=O)c2ccccc2)C(=O)C1Cl` (stereo not given) gave TAG inh 3 and TAG inh DAPI viability -3.
`O=C1CCc2cccc(O)c2N1` gave TAG inh -3 and TAG inh DAPI viability -3.
`Cc1ccc(S(=O)(=O)n2oc(=O)c(C3CCCCC3)c2N)cc1` gave TAG inh -4 and TAG inh DAPI viability -7.
Screening CC(Sc1ncn[nH]1)C(=O)Nc1cc(C(F)(F)F)ccc1Cl (stereo not given) returned TAG inh -1 and TAG inh DAPI viability -7.
Screening Cc1ccc(S(=O)(=O)n2cccc2/C=C/[N+](=O)[O-])cc1 returned TAG inh 17 and TAG inh DAPI viability -6.
`COc1ccc(CCNC(=O)COC(=O)COc2ccc(Cl)cc2)cc1OC` gave TAG inh -2 and TAG inh DAPI viability 3.
O=C(NCCCc1ccc(F)cc1)C1CCC(=O)N(CC2CCCCC2)C1 (stereo not given) was read as TAG inh 2 and TAG inh DAPI viability 2.
`CCN(C(=O)c1cccc(F)c1)c1ccccc1C` gave TAG inh 6 and TAG inh DAPI viability -5.
`Cc1cc2c(C)nc(Cc3ccccc3)nc2o1` gave TAG inh -3 and TAG inh DAPI viability -7.
O=C1CNC(=O)c2cc(Cl)ccc2N1 was read as TAG inh -1 and TAG inh DAPI viability 2.
O=C(COC(=O)CNC(=O)c1ccc(Cl)cc1Cl)NCC1CCCO1 (stereo not given) was read as TAG inh 1 and TAG inh DAPI viability -4.
Screening Cc1nn(CC(=O)Nc2ccc3c(c2)oc2ccccc23)c(=O)c2ccccc12 returned TAG inh 1 and TAG inh DAPI viability 3.
`C=CCn1c(SCC(=O)NC(=O)Cc2ccccc2)nc2ccccc2c1=O` gave TAG inh -1 and TAG inh DAPI viability 4.
Screening Cc1cccc(NC(=S)N2CCCCCC2)c1 returned TAG inh 0 and TAG inh DAPI viability 1.
For CCc1ccc2n(-c3ccc(OC)cc3)c([S-])c(C(=O)Nc3cc(C)cc(C)c3)[n+]2c1 the results were TAG inh 8 and TAG inh DAPI viability 23.
N[C@@H](CO)c1cn([C@@H](Cc2cc3ccccc3[nH]2)C(=O)N2CCNCC2)nn1 was read as TAG inh -10 and TAG inh DAPI viability 8.
COc1ccccc1-n1c(CCC(=O)O)ccc1-c1ccccc1 was read as TAG inh 3 and TAG inh DAPI viability 3.

Structures from the list above that have an aryl methoxy group (12):
Screening COc1ccc(CN2C(=O)C(CC(=O)NCCc3ccccn3)CC(C(=O)N(C)C)=C2C)cc1 (stereo not given) returned TAG inh -6 and TAG inh DAPI viability 1.
Screening COc1cccc(-n2c(=O)n(Cc3ccccc3)c(=O)c3[nH]cnc32)c1 returned TAG inh 2 and TAG inh DAPI viability -4.
`COc1ccc(-c2cc(NC=O)c3ncc(-c4cccc(C(F)(F)F)c4)n3c2)cc1OC` gave TAG inh 4 and TAG inh DAPI viability 3.
Screening CCn1cc(C(=O)Nc2ccc(OC)c(S(=O)(=O)N3CCCCC3)c2)c(=O)c2ccc(C)nc21 returned TAG inh 15 and TAG inh DAPI viability -12.
COc1cccc(C(=O)N/N=C(/c2ccccc2)c2ccccn2)c1 was read as TAG inh -45 and TAG inh DAPI viability -17.
Screening CCN(CC)S(=O)(=O)c1ccc(OC)c(NC(=O)c2ccc(=O)[nH]c2)c1 returned TAG inh 0 and TAG inh DAPI viability -5.
`CCCNC(=O)CCc1c(C)nc2nc(-c3cc(OC)cc(OC)c3)nn2c1C` gave TAG inh 5 and TAG inh DAPI viability -10.
`COc1cc(NC(=O)C2CSC3(C)CCC(=O)N23)c(OC)cc1Cl` (stereo not given) gave TAG inh 1 and TAG inh DAPI viability -4.
Screening COc1ccccc1-c1cc(NC(C)=O)c2ncc(-c3ccc(S(C)(=O)=O)cc3)n2c1 returned TAG inh 15 and TAG inh DAPI viability 28.
`COc1ccc(CCNC(=O)COC(=O)COc2ccc(Cl)cc2)cc1OC` gave TAG inh -2 and TAG inh DAPI viability 3.
For CCc1ccc2n(-c3ccc(OC)cc3)c([S-])c(C(=O)Nc3cc(C)cc(C)c3)[n+]2c1 the results were TAG inh 8 and TAG inh DAPI viability 23.
COc1ccccc1-n1c(CCC(=O)O)ccc1-c1ccccc1 was read as TAG inh 3 and TAG inh DAPI viability 3.

An excerpt; count on the stated rates, not on these rows.
